Screens (PubChem)
MRP resist rev = MRP-mediated drug resistance reversal | differential viability (reversal), % at 10 µM | AID 602 | H69AR cells + 2 uM doxorubicin, CellTiter-Glo, 72 h | 85,000 tested, 0.04% active;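 active = viability drop by adding the cancer drug above about 55%, with treated viability meeting a 40% cutoff, limit read from the data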;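 note: viability without doxorubicin minus viability with 2 µM doxorubicin for each compound; larger differential means the compound sensitizes cells more to doxorubicin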
NFkB transloc inh = blocks IL-1B driven NFkB nuclear translocation in HUVEC cells. inhibition, % at 2 µM. HUVEC IL-1B NFkB p65 nuclear translocation imaging. 94,000 tested, 0.43% active. AID 796;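 active = inhibition above about 30% together with a positive call from visual inspection of the well image, limit read from the data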;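 note: nuclear over cytoplasmic p65 intensity ratio measured by imaging; 0% = IL-1B stimulated DMSO wells and 100% = unstimulated DMSO wells; values of inactives mirror those of a sister screen read the other way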
PLAP inhibitors HTS = PLAP enzyme inhibitors, biochemical, luminescence, HTS (AID 690) | purified PLAP, luminescent substrate; higher % means a stronger effect | inhibition, % at 20 µM; hits with a dose series show IC50 in µM | 96,000 tested, 0.08% active; in the data active = a potency from the dose series; inactive = the rest, 99 in 100 with inhibition below about 30%; note: strong numbers were not always called active
Bcl-B displacement = displacers of TR3 peptide from Bcl-B, primary screen, selectivity assay for Bfl-1 inhibitor project, biochemical, fluorescence polarization; FP displacement of FITC-TR3 peptide from Bcl-B; higher % means a stronger effect; one-dose displacement, % at 20 µM; IC50 in µM for titrated hits; 96,000 tested, 0.11% active;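 active = displacement above 50% at 20 µM plus a fluorescence interference ratio under 1.5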;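 note: plate controls were wells without compound for no effect and wells lacking Bcl-B protein for full effect; a part of the inactive calls stands beside numbers as strong as those of hits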
IL1B NFkB pot = enhances IL-1B driven NFkB nuclear translocation; 94,000 tested, 0.3% active; HUVEC IL-1B NFkB p65 nuclear translocation imaging; activation, % at 2 µM; AID 819;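 active = activation above 40%, about the mean plus 3 SD, also judged a hit on visual image review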;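 note: percent activation is computed from the nuclear over cytoplasmic p65 intensity ratio; values of inactives mirror those of a sister screen read the other way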
MRP resist rev cytotoxicity = also measured in MRP resist rev; calls as there; viability, %; H69AR cells, CellTiter-Glo, 72 h; measured here: cytotoxicity without doxorubicin
MRP resist rev with doxorubicin = further read-out of MRP resist rev, marked with its call; viability, %; measured here: viability with 2 uM doxorubicin; hits give low values
NFkB transloc inh cell count 2 µM = second read-out of NFkB transloc inh, no call of its own (marks repeat the call); cell count; measured here: cells passing quality filter;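 raw number of nuclei counted in each imaged well without normalization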
IL1B NFkB pot cell count 2 µM = also measured in IL1B NFkB pot; calls as there; cell count; measured here: cells passing quality filter
Starred values were filed as active, the others as inactive; . = no result given.

SMILES	MRP resist rev	MRP resist rev cytotoxicity	MRP resist rev with doxorubicin	NFkB transloc inh	NFkB transloc inh cell count 2 µM	PLAP inhibitors HTS	Bcl-B displacement	IL1B NFkB pot	IL1B NFkB pot cell count 2 µM
CCOc1cc(/C=C2/C(=O)NC(=O)N(c3ccc(CC)cc3)C2=O)ccc1OC(=O)c1cccs1	.	.	.	-3	166	-8%	-8%	3	166
CCOC(=O)N(c1ccccc1)P1(=S)OCC(C)O1 (centres undefined)	.	.	.	-6	154	9%	-4%	6	154
Cn1c(O)c(C=NCCOc2ccc(Cl)cc2)c(=O)n(C)c1=O	14	101	87	7	84	4%	-6%	-7	84
S=C(c1ccc(Cl)cc1)N1CCOCC1	13	107	94	9	96	-15%	13%	-9	96
CCOC(=O)c1[nH]c(C)c(C(=O)N2CCC3(CC2)OCCO3)c1C	2	79	77	-6	112	-17%	0%	6	112
CN(C)CP(=O)(O)CN(C)C=O	-2	96	98	-4	194	11%	1%	4	194
Cc1cc(NC(=O)COC(=O)c2c(C)nn(Cc3ccccc3)c2C)no1	34	117	82	1	169	4%	-1%	-1	169
CCC(=O)c1cn(Cc2ccccc2C#N)c2ccccc12	-5	84	89	-5	197	23%	6%	5	197
O=C(c1cc(S(=O)(=O)N2CCOCC2)ccc1F)N1CCC2(CC1)OCCO2	19	97	77	.	.	-22%	-9%	.	.
CSC(=Nc1ccccc1)c1c(O)n(C)c(=O)n(C)c1=O	10	95	85	1	77	-10%	-8%	-1	77
Nc1c(C(=O)NCc2ccco2)c2nc3ccccc3nc2n1CCN1CCOCC1	-13	39	53	-8	202	-92%	10%	8	202
CC(=NCCN1CCOCC1)c1c(O)n(Cc2ccccc2)c(=O)[nH]c1=O	13	98	85	0	148	-23%	-9%	0	148
N#Cc1cc2c(nc1SCC(=O)Nc1cc(Cl)cc(Cl)c1)C1CCN2CC1	-3	66	69	17	183	7%	-14%	-17	183
CN1CCN(c2c(N)c(=O)oc3ccccc23)CC1	3	97	94	-7	160	18%	-15%	7	160
O=C(NCc1ccc(C(=O)N2CCC3(CC2)OCCO3)cc1)c1cccc(Br)c1	-7	91	98	2	176	-22%	-13%	-1	176
CSc1ncc(Cl)c(C(=O)O)n1	.	.	.	-2	127	1%	11%	2	127
CCCCNC(=O)c1c(N)n(CCCOC)c2nc3ccccc3nc12	.	.	.	.	.	-78%	-2%	.	.
CN(C)P(=O)(C(Cl)=C(N1CCCCC1)N1CCCCC1)N(C)C	-4	45	49	3	214	-70%	-14%	-3	214
O=C(CCN1CCOCC1)NCC(=O)Nc1ccc(Br)cc1C(=O)c1ccccc1	8	98	90	-11	101	-40%	1%	11	101
Cc1ccc(-c2nc(CS(=O)CC(=O)N3CCC4(CC3)OCCO4)c(C)o2)cc1 (centres undefined)	4	91	87	-6	125	-29%	-1%	6	125
Cc1ccc(C2=NCC(=O)N(CC(=O)N3CCCCC3)c3sc(C)c(C)c32)cc1	.	.	.	-28	124	-32%	0%	16	155
CCOC(=O)C(C)Oc1cc(C)cc2oc(=O)c3c(c12)CCCC3 (centres undefined)	38	72	34	.	.	-2%	-2%	.	.
c1ccc2c(c1)CNc1ccccc1O2	17	97	80	-13	185	15%	0%	13	185
CC1(C)C2([N+](=O)[O-])CNCC1([N+](=O)[O-])CNC2	-1	91	91	7	142	.	.	-7	142
CCOC(=O)C1CCN(C(C)C(=O)c2c(C)[nH]c3cc(C)ccc23)CC1 (centres undefined)	-7	94	101	-12	87	-46%	1%	12	87
COc1ccccc1N1CCN(Cc2cccc(OC)c2O)CC1	.	.	.	7	152	-51%	0%	-7	152
CCCCOC(=O)C1=C(N)OC2=C(C(=O)CCC2)[C@]12C(=O)N(C)c1ccccc12	16	107	91	.	.	-77%	-15%	.	.
Cc1cc(OCc2nn[nH]n2)c2c3c(c(=O)oc2c1)CCCC3	5	101	96	-2	162	-1%	-3%	2	162
Cc1nonc1-c1nc(-c2nonc2N)n[nH]1	4	85	81	-4	134	3%	0%	4	134
N=c1sc2c(n1Cc1ccccc1)CCCC2	15	94	78	-15	159	2%	-4%	15	159
Cc1cccc(NC(N)=S)c1	.	.	.	-3	115	11%	2%	-4	124
CCCCP(=O)(O)CCC(=O)O	4	103	99	5	125	-11%	-2%	-5	125
O=c1cccc2n1CC1CC2CN(Cc2c(F)cccc2Cl)C1 (centres undefined)	3	95	91	.	.	-35%	-6%	.	.
COC(=O)C1=C(N)Oc2c(c(=O)oc3ccccc23)C1c1cccnc1 (centres undefined)	12	96	85	12	67	12%	-3%	-12	67
O=C(COc1ccccc1)N1CCN(C2CCCC2)CC1	-16	83	99	-8	192	-19%	-3%	8	192
CN1CCN(Cc2nc3ccccc3c(=O)[nH]2)CC1	.	.	.	-24	150	23%	-18%	24	150
CCC(=Nc1ccc(OC)cc1OC)c1c(O)[nH]c(=O)[nH]c1=O	8	68	60	0	110	16%	-8%	0	110
C=CCn1c(O)c(C(C)=NCc2cccnc2)c(=O)[nH]c1=O	13	86	73	0	147	4%	-6%	0	147
CC(=NCC1CCCO1)c1c(O)n(-c2ccc(C)cc2)c(=O)[nH]c1=O (centres undefined)	-5	94	99	16	141	1%	0%	-16	141
COP(=S)(OC)SCN1C(=O)c2ccccc2C1=O	-13	77	90	4	119	14%	4%	-4	119
COP(=O)(OC)C(NC(=O)C(C)(C)C)=C(Cl)Cl	.	.	.	-14	143	16%	10%	14	143
COc1ccc2nc(NC(=O)CCc3nc(C4=CCN(C)CC4)no3)sc2c1	10	82	72	.	.	-31%	10%	.	.
CN1CCN(c2ccc(NC(=O)C(C)(C)C)cc2)CC1	4	83	79	-3	129	14%	2%	3	129
CCC12C=CCN3CCC4(c5cc(Br)c(OC)cc5N(C)C4C(O)(C(=O)OC)C1OC(C)=O)C32 (centres undefined)	.	.	.	-40	146	-32%	6%	40*	146*
O=C(Nc1cccc2ccccc12)c1nn(C23CC4CC(CC(C4)C2)C3)cc1Br	.	.	.	-5	187	13%	-22%	5	187
COc1cccc(-n2nc(C(=O)N3CCC4(CC3)OCCO4)c3ccccc3c2=O)c1	10	89	79	.	.	-12%	-4%	.	.
O=C(c1ccco1)C12CN3CN(CN(C3)C1)C2	4	100	96	4	109	.	.	-4	109
CN1CCN(C(=O)COc2ccc(S(=O)(=O)NCc3ccccc3)cc2Cl)CC1	4	86	82	2	139	-87%	-3%	-2	139
Cn1c(O)c(C(=O)c2ccccc2Cl)c(=O)n(C)c1=O	-9	91	100	-10	128	-4%	7%	10	128
O=c1[nH]c(=O)n(Cc2ccc(F)cc2)c(O)c1C=NCc1cccnc1	13	105	92	-2	164	4%	-4%	1	164
O=c1[nH]c(CN2CC=C(c3ccccc3)CC2)nc2cc(C(F)(F)F)ccc12	7	81	75	-24	128	-68%	-93%	23	128
Cc1cccc(N2C(=O)NC(=O)/C(=C\c3cccn3-c3ccc(Cl)cc3)C2=O)c1	.	.	.	-5	148	11%	0%	5	148
O=C(Nc1ccc(Cl)cc1)O/N=C(\c1ccccc1)c1ccccn1	.	.	.	-14	190	-13%	-2%	14	190
COc1cc2c(cc1OC)-c1c(OC)c(OC)cc3c1C(C2)N(C)CC3 (centres undefined)	-21	51	72	-9	198	-30%	26%	9	198
O=C(Cc1ccccc1)OCCN1CCCCC1	13	112	99	-13	129	2%	3%	13	129
O=C(CNC(=O)c1ccccc1)Nc1ccc(Br)cc1C(=O)c1ccccc1	.	.	.	-1	185	16%	0%	1	185
CC(=O)OC1N=C(c2ccccc2)c2cc(Br)ccc2N(C)C1=O (centres undefined)	.	.	.	-5	94	-12%	4%	5	94
O=c1c(C=NCc2cccs2)c(O)n(C2CCCCC2)c(=O)n1C1CCCCC1	-8	84	92	-3	196	8%	-9%	3	196
CC1(C)N(O)C2CCCCC2N1O (centres undefined)	0	92	92	-3	126	3%	0%	3	126
[O-][n+]1onc2c1CCC1N(O)CCC21O (centres undefined)	-12	78	90	3	107	-1%	-1%	-3	107

Some entries already given, reduced to MRP resist rev cytotoxicity, IL1B NFkB pot and NFkB transloc inh cell count 2 µM:
Structure	MRP resist rev cytotoxicity	IL1B NFkB pot	NFkB transloc inh cell count 2 µM
CCC12C=CCN3CCC4(c5cc(Br)c(OC)cc5N(C)C4C(O)(C(=O)OC)C1OC(C)=O)C32 (centres undefined)	.	40*	146
O=C(Nc1cccc2ccccc12)c1nn(C23CC4CC(CC(C4)C2)C3)cc1Br	.	5	187

(listing goes on)
SMILES	MRP resist rev	MRP resist rev cytotoxicity	MRP resist rev with doxorubicin	NFkB transloc inh	NFkB transloc inh cell count 2 µM	PLAP inhibitors HTS	Bcl-B displacement	IL1B NFkB pot	IL1B NFkB pot cell count 2 µM
CCN(CC)CCOC(=O)c1ccc(N=Cc2c(O)[nH]c(=O)[nH]c2=O)cc1	.	.	.	6	168	3%	-12%	-6	168
O=C(c1csc2c1CCCCC2)N1CCC2(CC1)OCCO2	5	92	86	-1	164	-4%	-8%	1	164
CN1CSC(=S)N(C)C1	-18	28	46	-2	54	8%	-5%	2	54
CC12CN3CCN(C1)CC(C)(C3)C2=NO	-3	98	101	-15	191	7%	-4%	15	191
COc1cc(/C=C2\C(=O)NC(=O)N(c3ccccc3)C2=O)cc(OC)c1OC	-12	90	102	12	154	3%	4%	-12	154
CC(=NCCCN1CCCCC1)c1c(O)n(Cc2ccccc2)c(=O)[nH]c1=O	-3	71	74	-6	163	-54%	-2%	6	163
O=C(c1cccs1)c1cn(Cc2ccccc2Cl)c2ccccc12	-32	34	66	-3	173	32%	-2%	3	173
CCCNC(=O)c1c(N)n(Cc2ccco2)c2nc3ccccc3nc12	-26	26	52	-14	192	-76%	12%	14	192
O=C(Cn1ncc2c3ccccc3n(Cc3cccc(Cl)c3)c2c1=O)N1CCC2(CC1)OCCO2	14	107	94	.	.	-46%	-86%	.	.
COC(=O)c1c(N)n(Cc2ccc(OC)cc2)c2nc3ccccc3nc12	-11	83	94	.	.	-32%	-11%	.	.
CC1C(c2cccs2)=[N+]([O-])C(C)(C(=O)c2ccc(F)cc2)N1O (centres undefined)	.	.	.	2	106	.	.	-2	106
CC1CCC(NCC(O)c2ccccc2)CC1 (centres undefined)	3	97	94	3	190	12%	1%	-3	190

Seven entries from above, set out differently.
SMILES,MRP resist rev,MRP resist rev cytotoxicity,MRP resist rev with doxorubicin,NFkB transloc inh,NFkB transloc inh cell count 2 µM,PLAP inhibitors HTS,Bcl-B displacement,IL1B NFkB pot,IL1B NFkB pot cell count 2 µM
CC1C(c2cccs2)=[N+]([O-])C(C)(C(=O)c2ccc(F)cc2)N1O (centres undefined),.,.,.,2,106,.,.,-2,106
CC12CN3CCN(C1)CC(C)(C3)C2=NO,-3,98,101,-15,191,7%,-4%,15,191
CCCNC(=O)c1c(N)n(Cc2ccco2)c2nc3ccccc3nc12,-26,26,52,-14,192,-76%,12%,14,192
CN1CSC(=S)N(C)C1,-18,28,46,-2,54,8%,-5%,2,54
O=C(c1cccs1)c1cn(Cc2ccccc2Cl)c2ccccc12,-32,34,66,-3,173,32%,-2%,3,173
O=C(c1csc2c1CCCCC2)N1CCC2(CC1)OCCO2,5,92,86,-1,164,-4%,-8%,1,164
CCN(CC)CCOC(=O)c1ccc(N=Cc2c(O)[nH]c(=O)[nH]c2=O)cc1,.,.,.,6,168,3%,-12%,-6,168

The listing continues.
SMILES	MRP resist rev	MRP resist rev cytotoxicity	MRP resist rev with doxorubicin	NFkB transloc inh	NFkB transloc inh cell count 2 µM	PLAP inhibitors HTS	Bcl-B displacement	IL1B NFkB pot	IL1B NFkB pot cell count 2 µM
C=CCn1c(O)c(C(C)=Nc2ccc(N(CC)CC)cc2)c(=O)[nH]c1=O	-29	20	49	-5	182	10%	-14%	5	182
O=C(C1CCCN(S(=O)(=O)c2cccc3nsnc23)C1)N1CCC2(CC1)OCCO2 (centres undefined)	9	94	85	.	.	-84%	0%	.	.
CC1(C)CSC(Nc2ccc(F)c(Cl)c2)=N1	-1	98	99	.	.	19%	3%	.	.
O=C(c1ccccc1F)c1cn(Cc2ccccc2)c2ccccc12	.	.	.	7	170	10%	-2%	-25	154
Cc1cc(C=C2C(=O)N(C)C(=S)N(C)C2=O)c(C)n1C1CCCC1	.	.	.	4	207	-14%	-6%	-4	207
CCN1CCN(c2nc3ccccc3s2)CC1	12	101	89	-5	121	-4%	-9%	5	121
O=C(C1c2ccccc2C(=O)N2CCc3ccccc3C12)N1CCC2(CC1)OCCO2 (centres undefined)	3	80	76	5	187	-18%	-1%	-5	187

The list is partial (hit frequency here may not be typical).
